# Rab9 promoter act: Rab9 promoter activation | Huh7 Rab9 promoter-luciferase reporter, luminescence, 24 h | hit rate 2.8% among 320,000 | Potency, µM (top dose mostly 9.22 µM), for inactives: at the highest dose activation, negative = inhibition, actives largely listed as activators; further: potency means the concentration at half of the fitted maximal effect; % of control where 0% means no effect; nearly all actives have a fitted effect of over 60% in size
#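 Huh7 cells stably carrying a Rab9 promoter-luciferase reporter, 1500 cells per well in OP-MEM I with 10% FBS, treated with compound 24 hours at 37C. Luciferase activity read by luminescence after 10 minutes with Amplite reagent.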
# RORgamma inh: blocks mouse ROR gamma transcriptional activity. Drosophila S2 Gal4-RORgamma UAS-luciferase reporter, 20 h. P51450. hit rate 5.4% among 310,000. Potency, µM (titrated, usually from 53.6 µM), for inactives: top-dose activity change, negative = inhibition, usual class: inhibitors; further: potency means the concentration at half of the fitted maximal effect; on the % scale 0 is the no-effect control and ±100 the full control effect; nearly all actives have a fitted effect of over 60% in size
# Target sequence (P51450 whole entry, looked up, the tested form may be a part): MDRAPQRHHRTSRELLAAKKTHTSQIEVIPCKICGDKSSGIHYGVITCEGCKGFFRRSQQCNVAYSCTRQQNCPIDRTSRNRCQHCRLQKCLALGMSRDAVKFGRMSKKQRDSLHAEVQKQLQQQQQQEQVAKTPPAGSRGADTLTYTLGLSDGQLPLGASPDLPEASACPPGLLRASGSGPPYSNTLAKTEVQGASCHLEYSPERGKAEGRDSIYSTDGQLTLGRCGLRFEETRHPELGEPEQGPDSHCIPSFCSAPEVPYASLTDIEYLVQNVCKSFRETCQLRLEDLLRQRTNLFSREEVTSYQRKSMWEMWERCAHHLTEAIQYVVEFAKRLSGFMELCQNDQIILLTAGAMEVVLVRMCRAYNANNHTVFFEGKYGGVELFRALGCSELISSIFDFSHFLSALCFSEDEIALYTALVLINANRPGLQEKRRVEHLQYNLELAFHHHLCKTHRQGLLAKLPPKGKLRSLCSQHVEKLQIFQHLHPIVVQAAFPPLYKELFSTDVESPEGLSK
#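 Drosophila S2 cells stably expressing Gal4-DBD/mouse RORγ fusion under metallothionein promoter plus UAS-luciferase; compound 1 h, then 700 uM CuSO4 induction for 20 h at ambient temperature; inhibition read as reduced luminescence.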
# FLuc counter: firefly luciferase modulation, counter-screen for miR-21 project; hit rate 6.9% among 360,000; P08659; purified FLuc, Km substrates, luminescence inhibition; Potency, µM (highest dose often 57.5 µM), for inactives: at the top dose activity change, negative = inhibition, most hits filed as inhibitors; AID 588342;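 further: potency means the concentration at half of the fitted maximal effect; plate controls were vehicle for no effect and reference inhibitor for full effect; nearly all actives have a fitted effect of over 55% in size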
# Target sequence (P08659 whole entry, looked up): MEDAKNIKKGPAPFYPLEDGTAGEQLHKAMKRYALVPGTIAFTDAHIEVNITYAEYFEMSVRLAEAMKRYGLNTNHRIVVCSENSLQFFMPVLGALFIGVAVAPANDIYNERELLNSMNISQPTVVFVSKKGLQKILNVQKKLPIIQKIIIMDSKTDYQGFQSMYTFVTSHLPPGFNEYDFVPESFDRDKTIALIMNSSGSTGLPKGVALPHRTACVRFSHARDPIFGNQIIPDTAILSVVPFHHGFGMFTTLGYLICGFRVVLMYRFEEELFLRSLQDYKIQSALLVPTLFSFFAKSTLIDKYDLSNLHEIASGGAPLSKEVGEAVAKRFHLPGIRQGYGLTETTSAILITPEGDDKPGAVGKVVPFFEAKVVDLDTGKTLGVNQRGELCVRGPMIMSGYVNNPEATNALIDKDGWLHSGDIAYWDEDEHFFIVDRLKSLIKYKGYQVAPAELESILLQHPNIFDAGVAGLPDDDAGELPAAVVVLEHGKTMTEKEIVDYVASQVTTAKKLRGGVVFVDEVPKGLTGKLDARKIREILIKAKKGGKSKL
#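 Purified P. pyralis luciferase (10nM final) with 10uM D-luciferin and 10uM ATP (Km levels) in 50mM Tris acetate pH 7.5, 10mM Mg acetate, 0.01% Tween-20, 0.05% BSA; qHTS 6-point titration, ~60 µM downward; luminescence read.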
# Menin-MLL TR inh: displaces Texas Red mutant MLL peptide from human menin | Menin + Texas Red MLL mutant peptide, fluorescence polarization | O00255 | AID 1768 | Potency, µM (titrated, usually from 61.6 µM), for the others: at the top dose FP activity change, negative = inhibition, actives largely listed as inhibitors | hit rate 0.23% among 270,000; active means well fitted inhibition curve with a large enough effect in the polarisation, with a control signal flat, not every such curve was filed as active; inconclusive means small, poorly fitted or top-dose-only effect, or effect the other way, or a change in a side signal; inactive means no such curve, though single readings can be large or run the other way; the % refers to the polarisation; further: potency means the concentration at half of the fitted maximal effect; % of control where 0% means no effect; many of its hits are not listed in these tables
# VP16 counter: Gal4-VP16 reporter inhibition counter-screen; Drosophila S2 Gal4-VP16 UAS-luciferase, luminescence, 20 h; Potency, µM (highest dose often 53.6 µM), for the others: at the top dose activity, negative = inhibition, actives largely listed as inhibitors; hit rate 3.5% among 310,000; AID 2546;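 further: Gal4-VP16 expression switched on by copper sulfate through the metallothionein promoter; potency means the concentration at half of the fitted maximal effect; on the % scale 0 is the no-effect control and ±100 the full control effect; nearly all actives have a fitted effect of over 50% in size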
# Mito fusion yeast: blocks mitochondrial division or promotes mitochondrial fusion. S. cerevisiae fusion-defective mutant growth rescue, CellTiterGlo 48 h. Potency, µM (doses to about 46.1 µM), without a hit: at the highest dose growth rescue (activation), most hits filed as activators. hit rate 0.23% among 320,000;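 further: potency means the concentration at half of the fitted maximal effect; % of control where 0% means no effect; nearly all actives have a fitted effect of over 45% in size; temperature-sensitive fusion mutants such as fzo1-1 at 37 °C on non-fermentable ethanol glycerol medium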
#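 Temperature-sensitive fusion-defective S. cerevisiae (e.g. fzo1-1, mgm1-5) were grown with compound in YPEG medium (3% ethanol, 3% glycerol) for 48 hours at 37C. Growth rescue was measured as viability by CellTiterGlo luminescence after 10 minutes at ambient.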
# ELG1 repair inh: ELG1-dependent DNA repair inhibition. HEK293T ELG1-luciferase reporter, luminescence, 16 h; DNA damage induced by 5-fluorouridine. Potency, µM (titrated, usually from 46.1 µM), inactives show at the highest dose activity change, negative = inhibition, actives largely listed as inhibitors. hit rate 2.3% among 330,000; further: potency means the concentration at half of the fitted maximal effect; on the % scale 0 is the no-effect control and ±100 the full control effect; nearly all actives have a fitted effect of over 55% in size
#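 Luminescence from the luciferase reporter, measured 30 min after ONE-Glo reagent at room temperature, was the read-out. Beforehand, 2,000 cells per well were exposed for 16 hr at 37 °C to 5-fluorouridine together with compound or vehicle.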
# MBNL1-CUG inh: inhibitors of human MBNL1 binding to CUG repeat RNA; TR-FRET MBNL1-His/biotin-(CUG)12 binding, 665/545 ratio; Q9NR56; hit rate 0.036% among 280,000; Potency, µM (highest dose often 57.5 µM), for the others: top-dose activity change, negative = inhibition, usual class: inhibitors; AID 2675; active means well fitted inhibition curve with a large enough effect in the signal ratio, with a control signal flat, not every such curve was filed as active; inconclusive means small, poorly fitted or top-dose-only effect, or effect the other way, or a change in a side signal; inactive means no such curve, though single readings can be large or run the other way; the % refers to the signal ratio; further: potency means the concentration at half of the fitted maximal effect; on the % scale 0 is the no-effect control and ±100 the full control effect
#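 TR-FRET between His-tagged MBNL1 and biotin-(CUG)12 RNA, detected with Tb anti-His antibody (0.055 ng/ul) and streptavidin-XL665 (5 nM), 60 min at room temperature. Compounds titrated 92 nM to 58 uM; 665/545 nm ratio normalized to buffer and complex controls.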
# PKM2 activator: increases activity of human pyruvate kinase M2; P14618; purified PKM2, Kinase-Glo ATP luminescence, activation; response scale: 0% is enzyme alone, no compound; Potency, µM (titrated, usually from 57.5 µM), for inactives: at the highest dose activation, most hits filed as activators; hit rate 0.34% among 260,000; further: potency means the concentration at half of the fitted maximal effect; on the % scale 0 is the no-effect control and ±100 the full control effect; nearly all actives have a fitted effect of over 55% in size
#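 Purified hPK-M2 (>95%) run at intermediate activity with 0.1 mM ADP and 0.5 mM PEP in 50 mM imidazole pH 7.2, KCl, MgCl2; 1 h room temperature. ATP formed read by Kinase-Glo luminescence; normalized to uninhibited and no-enzyme controls.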
# KCNH2 3.1 inh: blocks the human KCNH2 3.1 channel isoform; AID 720553; activity change, % (tested at about 1.8 µM); U2OS KCNH2 3.1, thallium flux FluxOr; active compounds read low; hit rate 0.95% among 340,000;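 active means maximum activity change below -70%; inconclusive means maximum activity change from -70% to -50%; inactive means maximum activity change above -50%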;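 further: thallium influx rate constant from kinetic fluorescence after stimulation buffer; on the % scale 0 is the no-effect control and ±100 the full control effect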
#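 We transduce U2OS cells with the mutant 3.1 virus, culture them overnight, load FluxOr with Red40 quencher for 45 min, then add stimulation buffer and read kinetically for 2 min to derive a normalized rate constant.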
# NPC1 promoter act: NPC1 promoter activation. hit rate 2.4% among 320,000. Huh7 NPC1 promoter luciferase reporter, 24 h. Potency, µM (titrated, usually from 9.22 µM), without a hit: at the highest dose activation, most hits filed as activators;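 further: potency means the concentration at half of the fitted maximal effect; % of control where 0% means no effect; nearly all actives have a fitted effect of over 60% in size; reporter is driven by a mutant NPC1 promoter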
#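 Luminescence read-out of NPC1 promoter-driven luciferase in stably transfected Huh7 cells; compounds delivered in DMSO and left 24 h at 37C, 5% CO2, qHTS titration format.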
# An asterisk follows results filed as active; ? = inconclusive; nt = no result given; & = joins results of further samples; [ ] = remark or other dose. Unless noted, the call rests on the fitted dose curve; in most records, active means well fitted curve in the direction sought with a large enough effect; inconclusive means small, poorly fitted or top-dose-only effect, or another doubt; inactive means no such curve, though single readings can be large; an effect the other way counts as inactive or inconclusive. These rows are one share of the data; the hit share may differ from the screen's.
SMILES,Rab9 promoter act,RORgamma inh,FLuc counter,Menin-MLL TR inh,VP16 counter,Mito fusion yeast,ELG1 repair inh,MBNL1-CUG inh,PKM2 activator,KCNH2 3.1 inh,NPC1 promoter act
Cc1ccccc1OCC1Cn2c(nc3c2c(=O)[nH]c(=O)n3C)O1 (stereo not given),0.6%,-12.9%,4.2%,nt,7.8%,-2.7%,-17.5%,-22.4%,3.2%,-5.5,-0.2%
COc1ccc(-n2ncc3c(N4CCc5ccccc54)ncnc32)cc1,nt,-31.5%,0.379µM*,17.1%,-18.2%,2.8%,nt,-4.1%,1.9%,19.6,nt
COc1ccc(CCNC(=O)CC(c2ccccc2)c2cc(C)ccc2O)cc1OC (stereo not given),0.5%[1.84 µM],19.7%,-0.3%,14.8%,-3.2%,-3.5%,?,3.0%,nt,22.0,-3.6%
O=C(CN1C(=O)NC2(CCc3ccccc32)C1=O)c1c[nH]c2ccccc12 (stereo not given),-3.3%,nt,4.0%,nt,nt,0.9%,2.4%,nt,nt,11.5,-3.1%
Cc1c(NC(=O)c2cccnc2C(=O)O)cccc1C(=O)O,-4.5%,-1.7%,5.2%,11.1%,2.2%,-0.9%,0.3%,-6.2%,1.9%,12.8,2.3%
Cc1cccc(N=C(NO)c2nonc2N)c1,-1.3%,2.1%,2.2%,6.6%,-1.8%,-23.0%,-9.5%,1.7%[11.5 µM],-1.1%,17.2,1.6%
COc1ccc(CC(=O)NCc2nc(-c3ccccc3)no2)cc1,-2.8%,10.7%,-0.9%,5.2%,-18.2%[10 µM],-1.1%,-1.9%,-8.2%,-3.5%,6.1,-4.2%
COC(=O)c1sccc1NC(=O)C1CC1,-1.6%,2.6%,-0.4%,nt,5.5%,0.9%,-0.8%,0.3%,-3.9%,6.5,-1.0%
CC(=O)N(c1ccccc1)c1nc(/C=C/C(=O)Nc2c(C)cc(C)cc2C)cs1,-1.6%,-25.6%,0.9%,-0.7%,-8.1%,-2.5%,-10.0%,nt,-12.4%,-2.4,0.6%
Cc1nnc(N(Cc2ccco2)C(=O)c2ccno2)s1,-6.0%,7.8%,-14.6%,0.8%,20.8%,0.6%,0.8%,5.2%,-2.3%,-6.3,9.7%
O=C(COc1ccc(Cl)cc1[N+](=O)[O-])N/N=C/c1cccs1,0.4%,?,?,-2.4%,-13.1%,8.2%,3.8%,?,-1.4%,12.2,-1.9%
CC1CCC(NC(=O)c2cccc(S(=O)(=O)N3CCN(c4ccc(F)cc4)CC3)c2)CC1 (stereo not given),-2.9%,nt,?,nt,nt,-2.3%,?,nt,nt,-37.5,-4.2%
Cc1ccc(-n2c(=O)c3ccc(C(=O)NCc4ccco4)cc3n(Cc3ccccc3C#N)c2=O)cc1,1.7%,?,-4.0%&7.5%,4.9%,-14.6%,0.1%,-8.8%,-3.2%,3.6%,-16.9,-3.5%
COc1ccc(C2c3ccc(O)cc3Oc3ncn4nc(-c5ccccn5)nc4c32)cc1OC (stereo not given),1.5%,3.9%,2.8%,nt,-11.4%,-0.3%,20.6µM*,-8.9%,12.8%,-29.6,-0.6%
C=CCOc1ccc(/C=N/NC(=O)C(=O)N2CCCCCC2)cc1OC,2.8%,5.6%,-1.0%,-13.1%,7.4%,1.2%,26.1%,3.6%,-8.9%,9.7,-3.9%
CCN(CC)S(=O)(=O)c1ccc(C(=O)OCC(=O)c2ccc3c(c2)NC(=O)CO3)cc1,-0.2%,-10.0%,1.5%,nt,-4.3%,-1.3%,0.9%,1.5%,-7.9%,-0.2,-12.2%
Clc1ccc(-c2nnc3ccccn23)cc1,-1.8%,7.5%,-1.5%,-14.6%,1.3%,3.2%,15.4%,9.7%,-3.0%,27.4,1.1%
CCCCC(C(=O)O)C(C)CC(=O)Nc1nccs1 (stereo not given),-8.6%,-0.6%,-1.9%,nt,-1.1%,-4.5%,23.7%,-7.7%,-1.7%,11.3,-6.8%
CCCCCC(O)(c1ccc(OCC)cc1)C(CN1CCOCC1)c1ccccc1 (stereo not given),-5.1%,35.6%,-0.7%,?,-19.7%,5.2%,?,-4.3%,nt,-3.7,-6.2%
CCOc1ccc(NC(=O)CN(C)C(=O)c2cccnc2SC)cc1OCC,0.1%,4.1%,3.6%,nt,-11.4%,1.3%,1.4%,0.6%,-0.6%,-10.4,-3.2%
O=C1[C@@H]2Cc3c([nH]c4ccccc34)C(c3cccc([N+](=O)[O-])c3)N2C(=O)CN1CCCO (stereo not given in full),-1.3%,4.2%,-1.3%,33.9%[activator],2.0%,0.5%,4.2%,?,nt,-23.5,1.8%
COc1ccc(NC(=S)N2CCCCCC2)cc1OC,-1.2%,-20.1%,3.3%,3.9%,12.4%,10.2%,-0.4%,-0.6%,-10.8%,1.2,-0.4%
Cn1c(=O)c2c(nc(NCc3cccnc3)n2Cc2ccccc2Cl)n(C)c1=O,-5.6%,1.0%,-2.5%,-15.7%,8.5%,-4.2%,-0.7%,2.4%,-1.2%,-11.7,0.4%
COC(=O)c1ccc(Cn2nc(-c3cc(C)ccc3C)ccc2=O)cc1,-7.9%,15.8%,1.9%,?,-9.5%,?,-15.9%,-3.9%,nt,-0.4,-6.8%
Cc1ccc(OCC(O)Cn2c(N3CCOCC3)nc3c2c(=O)[nH]c(=O)n3C)cc1 (stereo not given),-0.8%,-8.2%,-1.2%,7.3%,5.0%,-0.2%,-4.1%,1.7%,-1.9%,5.6,0.8%
CC1CCCCC1NC(=O)c1cccc(S(=O)(=O)N2CCN(Cc3ccccc3)CC2)c1 (stereo not given),-12.7%,nt,2.8%,nt,nt,?,-18.0%,nt,nt,2.8,0.3%
CCOC(=O)C1=C(C)N[C@@]2(O)c3ccccc3C(=O)[C@@]12O,-0.3%,-13.9%,1.4%,-26.9%,-9.2%,-5.4%,2.1%,?,-15.0%,-7.8,-5.6%
O=C(O)CCCC(=O)Nc1ccc(S(=O)(=O)Nc2nccs2)cc1,-1.2%,-8.4%,-0.1%,2.3%,-7.3%,1.9%,-2.0%,-7.9%,nt,4.8,-2.1%
O=S(=O)(c1ccc(Cl)cc1)N1CN(CC2CCCO2)c2nc3ccccc3nc21 (stereo not given),-1.2%,35.9%,7.7%,27.4%,5.8%,23.7%,-1.3%,21.8%,3.1%[0.46 µM],1.2,-0.1%
Cc1ccc(C)c(S(=O)(=O)N2C(=S)NC(=O)C2CC(C)C)c1 (stereo not given),1.4%,-2.4%,0.6%,22.8%,2.2%,11.6%,-6.1%,2.4%,-1.1%,8.2,0.9%
NC(=O)[C@@H]1CCCN1Cc1nc(-c2ccc(C(F)(F)F)cc2)no1,-2.1%,?,-6.7%,-11.6%,-14.4%,-4.5%,-4.3%,0.7%,-1.7%,-4.0,-4.6%
CCC(c1nnnn1C1CCCC1)N1CCN(C(=O)c2ccco2)CC1 (stereo not given),0.5%,5.8%,-1.3%,-12.3%,-6.1%,0.4%,?,?,4.0%,-21.7,1.9%
CCc1ccc(/C=N/Nc2nn[nH]n2)cc1,-1.7%,8.3%,?,2.7%,-4.1%,-3.1%,-1.6%,0.4%,-5.2%,-20.5,-1.2%
Cc1cccc(NC(=O)CN2CCN(C(=O)C3CCC3)CC2)c1C,2.3%,nt,nt,nt,nt,5.4%,15.5%,nt,nt,-2.9,-2.7%
Oc1c(Br)cc(Br)cc1C=Nc1cccnc1,4.1%,-39.5%,-6.0%,?,-24.5%,-38.3%[inhibitor],-17.0%,50.2%[activator],nt,10.3,4.7%
C/C(=N\NC(=O)c1ccccc1C)c1ccc(N2CCOCC2)cc1,-0.5%,8.9%,-2.4%,-12.1%,8.9%,-0.4%,19.6%,-2.4%,-8.9%,34.4,3.2%
Cc1sc2ncnc(Sc3nnnn3-c3ccc(Cl)cc3)c2c1C,-1.5%,3.98µM*,3.1%,-12.8%,7.08µM*,-10.4%,?,1.3%,-2.4%,0.2,-0.3%
NC(=O)C1CCC(NC(=O)OCc2ccccc2)CC1 (stereo not given),-7.5%,18.7%[10 µM],4.0%,4.0%,11.5%,0.7%,?,7.3%,0.2%,35.8,4.0%
CCC1CCCCN1S(=O)(=O)c1ccc(NC(=O)c2snnc2C)cc1 (stereo not given),-9.9%,6.1%,-1.6%,nt,-78.8%,10.6%,?,4.1%,nt,14.7,-6.7%
COc1ccc(CNC(=O)C2CCCN(c3ncnc4c3nc3n4CCCCC3)C2)cc1 (stereo not given),-1.4%,-0.6%,3.2%,-17.9%,3.4%,0.1%,-21.2%,8.8%,nt,20.1,-7.6%

# Bioassay records (PubChem BioAssay)
